# PABP1 MLLE inh: blocks PAM2 peptide binding to the PABP1 MLLE domain; AID 588489; inhibition, % at 20 µM; GST-MLLE / FITC-PAM2 fluorescence polarization; 360,000 tested, 0.36% active; in the data active = inhibition above about 35%, passing the limit was not always enough;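 note: plate controls were DMSO wells with GST-MLLE for no effect and wells lacking GST-MLLE protein for full effect; some results filed as inactive read as strong as hits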
# TbMetRS inhib: blocks T. brucei methionyl-tRNA synthetase activity; purified T. brucei MetRS, ATP depletion, Kinase-Glo luminescence; inhibition, % at 11.9 µM; 360,000 tested, 0.4% active; AID 624268;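 active = inhibition above a per-plate cutoff of the control wells' mean inhibition plus 3 SD, cut at about 5.5% in these data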;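 note: 0% = DMSO wells median and 100% = median of wells with control inhibitor compound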
#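 Material: parasite MetRS enzyme / Replication: singlicate, one well per compound / Signal: luminescence of leftover ATP / Schedule: 2 h aminoacylation at 25 °C after 15 min preincubation / Medium: HEPES-MgCl2-KCl buffer plus DTT, spermine, BSA, pyrophosphatase / Doses: 11.9 µM single point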
# E coli Lon inh: E. coli protease La inhibition. AID 602123. 360,000 tested, 0.42% active. purified E. coli Lon protease, fluorescence polarization. inhibition, % at 7.94 µM; in the data active = inhibition above about 13%, passing the limit was not always enough;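 note: 0% = enzyme with probe and DMSO and 100% = no enzyme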
# MsrA inhibitor: inhibits bovine methionine sulfoxide reductase A; purified bovine MsrA, absorbance read-out; inhibition, % at 15.5 µM; 360,000 tested, 0.75% active; in the data active = inhibition above about 4.5%;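 note: 0% = vehicle wells with enzyme and 100% = reference inhibitor wells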
# CSN deneddyl inh: blocks human CSN-mediated cullin deneddylation; AID 651999; Purified CSN, SCF-Nedd8-OG deneddylation, fluorescence polarization; inhibition, % at 12.5 µM; 360,000 tested, 0.38% active; Q92905;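 active = pattern-corrected inhibition above about 35%, with an unprinted fluorescence ratio check between 0.5 and 1.5, limit read from the data, passing the limit was not always enough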;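 note: 0% = enzyme with substrate and 100% = substrate without enzyme; some results filed as inactive read as strong as hits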
#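 assay system = purified human Csn5 enzyme expressed in HEK293T cells | amount = 0.24 nM enzyme | buffer or medium = Tris/NaCl/DTT buffer, pH 7.5 | reagent = 10 nM SCFSkp2-Nedd8OG | compound = one concentration, 12.5 µM, 0.25% DMSO | times = 90 min reaction at room temperature | signal = FP | read-out basis = % inhibition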
# Neddyl block: cullin neddylation inhibition; TR-FRET cullin neddylation, biochemical; calls only at 25 µM; 360,000 tested, 0.58% active; in the data active = inhibition above about 36%
# FAS-TE inh: FAS thioesterase (human) inhibition; AID 602261; recombinant FAS-TE, OMFH fluorogenic substrate, fluorescence endpoint; P49327; inhibition, % at 15 µM; 360,000 tested, 0.67% active;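 active = compounds whose normalised, plate-corrected inhibition of enzyme fluorescence in the single-dose primary screen is 50% or more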;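 note: 0% = DMSO with enzyme and 100% = substrate without enzyme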
# MsrA act: bovine methionine sulfoxide reductase A activation; purified bovine MsrA, absorbance read-out; activation, % at 10.6 µM; 360,000 tested, 0.3% active; AID 602163; in the data active = activation above about 7.5%;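 note: 0% = vehicle and 100% = reference activator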
# Rin1 Abl inh: blocks binding of human Rin1 to Abl; P00519+Q13671; TR-FRET Rin1/Abl binding, biochemical; inhibition, % at 7.35 µM; 360,000 tested, 0.4% active; in the data active = inhibition above about 5%, passing the limit was not always enough
# Starred values were filed as active, the others as inactive; i = inactive; . = not tested or not shown. An excerpt; the hit share may differ from the screen's.
SMILES,PABP1 MLLE inh,TbMetRS inhib,E coli Lon inh,MsrA inhibitor,CSN deneddyl inh,Neddyl block,FAS-TE inh,MsrA act,Rin1 Abl inh
CCN(CC)C(=O)Cn1cc(/C=C2\C(=O)NC(=O)N(c3ccccc3F)C2=O)c2ccccc21,-39,-1.3,-54,-1.3,-2,i,-2,-6,-2
OC(c1ccccc1)(c1ccccc1)C1CN2CCC1CC2 (configuration not stated),4,0.0,-7,-0.3,-1,i,-9,-4,2
CCCCN1C(=O)NC(=O)C2(Cc3c(nc4ccccn4c3=O)N3CCc4ccccc4C32)C1=O (configuration not stated),-1,0.3,-6,-0.8,-2,i,1,2,0
CN1Cc2cccnc2N(C)Cc2cc(Cl)ccc21,5,0.2,-4,0.7,-2,i,4,-4,2
O=C1CC(=O)N(c2ccccc2)C(=O)N1,2,0.2,-10,-0.6,0,i,-7,-7,4
Cn1cc(C=C2C(=O)NC(=O)NC2=O)c2ccccc21,i,-0.3,117*,-0.5,-29,i,-6,-4,-1
COc1ccc(C(CN(C)C)C2(O)CCCCC2)cc1 (configuration not stated),-8,-0.5,2,-1.0,-5,i,-1,-2,-2
O=c1[nH]c(O)c(/C=C2/C=CC(c3cc(Cl)ccc3Cl)=N2)c(=O)[nH]1,-81,0.7,-48,0.3,18,i,-5,-5,-2
C/C(=N\Nc1cccc2ccccc12)c1c(O)n(Cc2ccccc2)c(=O)[nH]c1=O,-29,0.3,-54,0.3,12,i,7,-2,-3
COC(=O)C(O)(c1ccc(N(C)C(=O)c2ccc(Cl)c(Cl)c2)cc1)C(F)(F)F (configuration not stated),-2,-0.9,-6,-0.1,-4,i,6,-2,0
Cc1ccccc1C(=O)N1Cc2ccccc2-n2nncc2C1,13,-0.2,-9,-0.7,0,i,-6,-2,1
CCOC(=O)C1(CCc2ccccc2)CCN(Cc2cccc3c2OCO3)CC1,-2,-1.5,4,-0.1,-13,i,17,-8,5

# Rewritten with two lines to a compound: three of the compounds above.
# Value order: PABP1 MLLE inh, TbMetRS inhib, E coli Lon inh, MsrA inhibitor, CSN deneddyl inh, Neddyl block, FAS-TE inh, MsrA act, Rin1 Abl inh
Cn1cc(C=C2C(=O)NC(=O)NC2=O)c2ccccc21
→ i, -0.3, 117*, -0.5, -29, i, -6, -4, -1
Cc1ccccc1C(=O)N1Cc2ccccc2-n2nncc2C1
→ 13, -0.2, -9, -0.7, 0, i, -6, -2, 1
C/C(=N\Nc1cccc2ccccc12)c1c(O)n(Cc2ccccc2)c(=O)[nH]c1=O
→ -29, 0.3, -54, 0.3, 12, i, 7, -2, -3

# Additional compounds:
SMILES,PABP1 MLLE inh,TbMetRS inhib,E coli Lon inh,MsrA inhibitor,CSN deneddyl inh,Neddyl block,FAS-TE inh,MsrA act,Rin1 Abl inh
CN1CC2CN(Cc3ccccc3)S(=O)(=O)C2C1 (configuration not stated),7,-0.1,-5,-0.2,-1,i,-3,-1,0
CC(C)C(NC(=O)C(C(C)C)N(C)C)C(=O)N(C)C(C(=O)N1CCCC1C(=O)N1CCCC1C(=O)NCc1ccccc1)C(C)C (configuration not stated),0,-0.5,-7,0.1,2,i,-2,0,4
CN1CCN(c2nc([N+](=O)[O-])nn2C)CC1,21,-0.3,-9,0.1,-6,i,-9,-3,-4
COc1ccc(C2SCC(=O)Nc3c2c(C)nn3-c2ccccc2)cc1 (configuration not stated),19,-0.4,-4,0.7,-2,i,-35,0,-2
C[C@]12CCC(=O)C=C1C=CC1C2CC[C@]2(C)C(=O)CCC12 (some centres not stated),2,-0.3,-17,1.0,-3,i,-3,-10,1
COc1ccc(NC(=O)c2cn(CCC#N)nc2-c2cccc(Br)c2)cc1,1,0.1,8,0.1,-2,i,4,-3,0
Cc1nccn1Cc1ccc(Cl)nc1,3,-0.6,-6,0.1,5,i,-3,-5,-2
CN(C)C1=NP(N(C)C)(N(C)C)=NC(c2ccccc2)=N1,-10,0.0,-6,1.1,-4,i,-8,0,0
N#Cc1ccccc1OCC(=O)N1CCN(CC(=O)Nc2ccc(F)cc2)CC1,5,-0.4,-4,0.7,2,i,-7,-3,-2
CCSP1(=S)N=C(N2CCOCC2)C(C#N)=C2CCCN21 (configuration not stated),2,0.0,-5,-0.5,0,i,-5,4,-2
CC(C)CC12CN3CCN(CC(C3)/C1=N/O)C2,8,0.0,-12,-0.3,-3,i,-6,-2,6
Fc1ccccc1N1CCN(Cc2c(F)cccc2F)CC1,-3,-0.5,-3,0.3,1,i,2,-1,0
CN(C)S(=O)(=O)c1cccc(C(=O)N2CCC(C(=O)O)(c3ccccc3)CC2)c1,-7,0.4,2,-1.2,1,i,-1,-11,4
C=CCn1c(O)c(C(C)=Nc2cccc(C(=O)O)c2)c(=O)[nH]c1=O,-1,-0.5,-5,-0.5,-1,i,-4,-1,1
O=S(=O)(NC1CN2CCC1CC2)c1ccc(Cl)cc1 (configuration not stated),1,-0.8,8,-0.7,2,i,-6,-5,5
CC1=CC(O)C(O)C2(C)C1CC1OC(=O)CC3C(C)C(O)C(=O)C2C13CO (configuration not stated),0,-0.4,-13,.,-3,i,-7,-6,0
COc1ccc(C(=O)N2CCOCC2)cc1S(=O)(=O)N1CCC(C)CC1,11,-0.1,4,0.8,0,i,-9,-2,-1
CCOP(=O)(OCC)C(NC(=O)c1ccc(Cl)cc1)=C(Cl)Cl,-7,-1.6,-19,0.3,0,i,-3,-3,1
COCCNC(=O)N1[C@H]2CC[C@@H]1C(C(=O)OC)=C(c1ccc(OC(F)(F)F)cc1)C2,-1,0.2,-10,1.1,4,i,-4,-4,5
COc1cccc(C2C([N+](=O)[O-])=C(N)Oc3c2c(=O)oc2ccccc32)c1 (configuration not stated),9,-0.4,3,0.0,1,i,-1,0,0
Cn1c(O)c(/C=C2\C=c3ccccc3=NC2=O)c(=O)n(C)c1=O,19,-0.9,-1,0.7,4,i,-6,-2,-1
CC(=O)C1CCC2C3CCC4CC(O)CCC4(C)C3C(O)CC12C (configuration not stated),9,-0.2,19,-0.7,-5,i,-6,-1,2
O=Cc1c(C(=O)O)n(Cc2ccccc2F)c2ccccc12,1,-0.3,-3,-0.3,-3,i,-2,0,3
CCOC(C(=O)OCC(O)CN(CC)CC)(c1ccccc1)c1ccccc1 (configuration not stated),-5,-0.3,-5,-0.3,4,i,-4,-4,2
COc1ccc(C2=NCC(=S)Nc3ccc(Cl)cc32)cc1OC,35,-0.4,2,0.7,-1,i,-4,-5,1
O=Cc1cn(Cc2c(F)cccc2Cl)nc1-c1ccccc1,-2,0.3,-12,0.3,-1,i,9,-1,-2
CCn1cc(C(=O)N2CCC3(CC2)OCCO3)c(=O)c2cc(S(=O)(=O)N3CCCC3)ccc21,-9,0.5,-6,0.7,5,i,-6,-3,-3
CCC[N+]12CCC(CC1)C(C(O)(c1ccccc1)c1ccccc1)C2 (configuration not stated),6,-0.5,-6,-0.8,1,i,-4,0,-2
COC(=O)C1=C(c2ccc(C(C)=O)cc2)C[C@@H]2CC[C@H]1N2C(=O)NCCO,11,0.1,1,-0.8,-4,i,-14,-8,5
COc1ccc(CC2C(=O)NC(=O)N(c3ccccc3)C2=O)c(OC)c1 (configuration not stated),-2,-0.7,-4,-1.4,-1,i,-10,-1,1
O=c1[nH]c(O)c(C=Nc2cccc(F)c2)c(=O)[nH]1,-2,-0.6,-18,2.6,-4,i,-2,-3,2
CN1CCN(Cc2cc(C(C)(C)C)c(O)c(C(C)(C)C)c2)CC1,4,-0.5,25*,0.8,-4,i,-6,0,1
Cc1c(C(c2ccc(O)cc2)c2c(O)c3ccccc3oc2=O)c(=O)n(-c2ccccc2)n1C (configuration not stated),1,0.2,1,-0.8,-13,i,-17,-2,0
CCOC(=O)CC1=C(C(=O)OCC)C2(C(=O)N1)C(C(=O)OC)=C(N)Oc1ccccc12 (configuration not stated),7,-1.8,-7,-0.5,-6,i,-10,-13,-3
COc1cc(/C=C/c2nc3ccccc3c(=O)n2-c2ccc(O)cc2)ccc1O,-75,-0.2,-159,2.9,22,i,1,-2,-1
S=C(NCCc1ccccc1)N1Cc2ccc(Br)cc2-n2nncc2C1,-117,-0.8,-3,-0.2,0,i,25,-10,-2
COc1ccccc1OCCCn1cc(C(C)=O)c2ccccc21,9,-0.9,-1,1.1,-1,i,1,-7,-1
COc1ccc(-n2c(Cc3ccccc3)nc3ccccc3c2=O)cc1,17,-0.1,-2,-1.2,1,i,3,-1,0
CCC1CCCCN1CC(=O)c1ccc(OC(F)F)cc1 (configuration not stated),2,-0.2,4,0.0,2,i,-10,-3,-1
CCc1ccccc1NC(=O)CSc1nnc([C@@H](N)Cc2c[nH]c3ccccc23)o1,-48,-0.6,6,-0.6,-3,i,-4,-1,-4
Cc1ccsc1C(=O)C1CCCN(Cc2cc3ccccc3o2)C1 (configuration not stated),4,-1.0,3,2.3,4,i,16,-6,1
CC1CN1P(=S)(c1ccccc1)N1CC1C (configuration not stated),23,-0.2,5,1.1,-2,i,-5,-6,4
Cc1ccc(-n2c(O)c(/C=N/N3CCCCC3c3cccnc3)c(=O)[nH]c2=S)cc1 (configuration not stated),-45,-1.4,-22,4.5*,4,i,-12,-15,1
O=C1NC(=O)C(=Cc2ccc(OCCOc3ccc([N+](=O)[O-])cc3)cc2)C(=O)N1,2,0.2,-6,2.7,-5,i,-3,-3,3
O=C(COC(=O)Cc1ccccc1)Nc1nnc(-c2ccccc2)o1,0,-0.3,-2,-0.4,1,i,-9,-4,0
Cc1cc(NC(=O)COC(=O)c2c(C)nn(Cc3ccccc3Cl)c2Cl)no1,-2,-0.9,-9,0.2,6,i,-3,-1,-3
CNC(C(=O)c1ccccc1)C(OC)c1cccc([N+](=O)[O-])c1 (configuration not stated),-12,0.4,-6,-0.2,4,i,-3,-2,1
CN1CCN(c2c[nH]c(=O)[nH]c2=O)CC1,2,0.2,-5,0.8,0,i,1,-1,0
CCCCCCn1c(O)c(C=Nc2c(C)n(C)n(-c3ccccc3)c2=O)c(=O)[nH]c1=O,-9,0.3,1,0.9,-6,i,2,-1,-5
N#Cc1ccc2nc(-c3ccc(CN4CCC(n5c(=O)[nH]c6ccccc65)CC4)cc3)c(-c3ccccc3)nc2c1,.,-1.4,0,2.0,-2,i,93*,-10,.
Clc1cccc(Cl)c1C1N2CCCN12 (configuration not stated),3,-0.3,11,0.8,-2,i,-4,-1,-4
CC(=O)O[C@@H]1CC[C@]2(C)C3CC[C@]4(C)C(=O)[C@H](O)CC4C3[C@@H](OC(C)=O)C[C@H]2C1 (some centres not stated),-4,-0.3,-13,-0.7,-4,i,2,-2,0
Cn1c(O)c(C=NCCN2CCN(C(=O)Nc3ccccc3)CC2)c(=O)n(C)c1=O,0,-0.4,1,-1.6,-1,i,-3,-3,3
CN1CCN(c2ccc([N+](=O)[O-])c3cccnc23)CC1,5,-1.0,2,1.6,-1,i,-7,-5,-7
C/C=C1/CC(C)C(C)(O)C(=O)OCC2CCN3CCC(OC1=O)C23 (configuration not stated),-3,-0.3,-2,1.0,2,i,-4,-3,-2
C=C1C(=O)O[C@@H]2C[C@@H](C)[C@@H]3C=CC(=O)[C@@]3(C)[C@@H](OC(=O)CC(=O)O[C@H]3[C@@H]4C(=C)C(=O)O[C@@H]4C[C@@H](C)[C@@H]4C=CC(=O)[C@]43C)[C@H]12,9,-0.2,-5,-0.5,57*,i,7,-3,4
